Bioassay records deposited in PubChem BioAssay by National Center for Advancing Translational Sciences (NCATS).
L3MBTL1 inh – qHTS Assay for the Inhibitors of L3MBTL1; Lethal(3)malignant brain tumor-like protein 1 (Homo sapiens), Q9Y468; AlphaScreen L3MBTL1–H3K9me1 peptide binding; Potency, µM (highest dose often 57.1 µM), for the others: at the highest dose activity, negative = inhibition, most hits filed as inhibitors; 230,000 tested, 0.66% active; AID 485360, 2010; active means well fitted inhibition curve with a large enough effect; inconclusive means small, poorly fitted or top-dose-only effect; inactive means no such curve, though single readings can be large or run the other way; further: nearly all actives have a fitted effect of over 60% in size
Target sequence (Q9Y468 whole entry, looked up): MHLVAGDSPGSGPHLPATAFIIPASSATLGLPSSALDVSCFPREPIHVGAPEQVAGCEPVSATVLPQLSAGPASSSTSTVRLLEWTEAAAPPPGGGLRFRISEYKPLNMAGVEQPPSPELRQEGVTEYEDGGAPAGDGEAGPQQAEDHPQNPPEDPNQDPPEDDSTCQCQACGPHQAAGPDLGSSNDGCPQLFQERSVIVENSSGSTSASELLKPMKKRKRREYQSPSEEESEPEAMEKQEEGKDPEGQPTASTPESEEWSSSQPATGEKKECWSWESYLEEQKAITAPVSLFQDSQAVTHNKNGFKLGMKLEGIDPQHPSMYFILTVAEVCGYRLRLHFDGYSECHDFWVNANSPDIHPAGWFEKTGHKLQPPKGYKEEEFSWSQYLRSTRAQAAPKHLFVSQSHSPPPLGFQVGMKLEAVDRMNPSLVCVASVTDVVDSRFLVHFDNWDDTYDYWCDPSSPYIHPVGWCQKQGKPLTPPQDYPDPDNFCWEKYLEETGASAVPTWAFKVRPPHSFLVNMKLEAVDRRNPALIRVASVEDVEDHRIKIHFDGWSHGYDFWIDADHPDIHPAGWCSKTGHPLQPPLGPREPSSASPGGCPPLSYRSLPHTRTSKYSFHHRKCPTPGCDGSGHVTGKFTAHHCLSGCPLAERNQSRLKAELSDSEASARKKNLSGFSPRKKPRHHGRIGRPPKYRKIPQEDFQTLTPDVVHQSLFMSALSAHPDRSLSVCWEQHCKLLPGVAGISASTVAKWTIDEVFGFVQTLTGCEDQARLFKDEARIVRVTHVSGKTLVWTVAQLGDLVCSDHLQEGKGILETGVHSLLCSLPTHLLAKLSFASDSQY
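L3MBTL1 50 nM + b-AHA-H3(1-15)K9me1 75 nM, 30 min RT; compound added, 30 min RT; streptavidin donor/Ni-chelate acceptor beads 10 ug/mL each final, 30 min RT dark; AlphaScreen read.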
Starred values were filed as active, the others as inactive; u = inconclusive; [ ] = remark or other dose. On the % scale 0 is the no-effect control and ±100 the full control effect; potency means the concentration at half of the fitted maximal effect. This is a subset, so the mix of outcomes need not match the whole.

| compound | L3MBTL1 inh |
| --- | --- |
| CC(C)OCCCNC(=O)C1CCC(CNS(=O)(=O)c2cccc3nsnc23)CC1 (stereo not drawn) | 7.7% |
| Cc1ccc(C(=O)O)cc1N1C(=O)c2cccc3c([N+](=O)[O-])ccc(c23)C1=O | 22.4µM* |
| CC(C)C[C@H](NC(=O)N1CC(=O)Nc2ccccc21)C(=O)N[C@@H](Cc1ccccc1)C(=O)O | 0.5% |
| COc1ccc(N2CCN(C(=O)CCC(=O)N3CC(C)Oc4ccccc43)CC2)cc1 (stereo not drawn) | -5.1% |
| CCCCCCSc1cc(-c2nc3cnccn3c2NCCCC)ccc1OC | -23.0% |
| Cc1ccnc(NC(=O)c2ccc(S(=O)(=O)N3CCCCC3)cc2)c1 | -0.9% |
| O=C(Nc1ccc2c(c1)OCO2)c1ccc(CO)cc1 | 2.2% |
| Cc1ccccc1C(=O)Nc1ccc2c(c1)C(=O)NC2=O | -1.9% |
| COc1cccc(NC(=O)CN(C)C(=O)c2ccc(N3CCOCC3)c([N+](=O)[O-])c2)c1 | -2.7% |
| O=C(OCc1ccccc1)/C(=C(\O)c1ccccc1Br)c1ccc(-c2ccccc2)cn1 | -1.0% |
| Cc1sc2ncnc(N3CCC(C(=O)NNC(=O)COc4ccccc4Cl)CC3)c2c1C | -6.6% |
| COc1ccc(C(=O)COC(=O)c2cccs2)cc1 | u |
| COc1ccc(C2/C(=C(/O)c3ccc(Br)cc3)C(=O)C(=O)N2C)cc1 (stereo not drawn) | 28.9% |
| Cc1cn2c(=O)c(C(=O)N3CCN(c4ccccc4Cl)CC3)cnc2s1 | -3.1% |
| Cc1ccc(N2CCC(N3CCN(C)C(CCO)C3)CC2)cc1 (stereo not drawn) | 3.5% |
| CCCCCCCCCCOC(=O)Cn1c(COc2ccccc2C)[n+](C)c2ccccc21 | 14.1% |
| CS(=O)(=O)c1ccc(Cl)c(NC(=O)COC(=O)CNC(=O)c2ccc3ccccc3c2)c1 | -4.9% |
| COc1ccc(CNC(=O)CN2C(=O)NC3(CCCc4sccc43)C2=O)cc1 (stereo not drawn) | -4.5% |
| O=C(O)/C=C/C(=O)Nc1ccc(C2(c3ccc(NC(=O)/C=C/C(=O)O)cc3)c3ccccc3-c3ccccc32)cc1 | -18.2% |
| COc1ccccc1N1CCN(C(=O)CCC(=O)N2CCN(c3ccccc3OC)CC2)CC1 | -1.5% |
| Cc1c(Cl)cccc1NC(=O)c1cccnc1 | -1.6% |
| Cc1ccsc1C(=O)NNC(=O)CCN1CCN(c2ccccc2)CC1 | -6.2% |
| CC1CCC(NC(=O)c2ccc(NC(=O)CC3SC(N4CCCC4)=NC3=O)cc2)CC1 (stereo not drawn) | -7.7% |
| Cc1ccccc1CN(C)c1ccc(S(=O)(=O)N2CCN(C)CC2)cn1 | -3.3% |
| CCS(=O)(=O)N1Cc2ccccc2CC1C(=O)N(C)CC(=O)Nc1ccc(F)c(F)c1F (stereo not drawn) | 7.1% |
| O=C(O)c1cc(N/C(=N\S(=O)(=O)c2ccc(F)cc2)c2ccccc2)ccc1O | 5.1% |
| Nn1c(Cc2ccccc2)nc2cc(Cl)ccc2c1=O | 7.9% |
| O=C(COC(=O)Cc1c(Cl)cccc1Cl)Nc1ccc2[nH]c(=O)[nH]c2c1 | 5.8% |
| CC(=O)c1ccc(NC(=O)C[n+]2ccc(N(C)C)cc2)cc1 | -0.5% |
| O=C(O)/C=C/c1ccc(S(=O)(=O)Nc2cccnc2)cc1 | -1.3% |

Looked up by compound from the list above (3):
| compound | L3MBTL1 inh |
| --- | --- |
| CCCCCCSc1cc(-c2nc3cnccn3c2NCCCC)ccc1OC | -23.0% |
| O=C(O)c1cc(N/C(=N\S(=O)(=O)c2ccc(F)cc2)c2ccccc2)ccc1O | 5.1% |
| Cc1ccc(C(=O)O)cc1N1C(=O)c2cccc3c([N+](=O)[O-])ccc(c23)C1=O | 22.4µM* |

Going on with the list:
| compound | L3MBTL1 inh |
| --- | --- |
| CN=C1N(C)C[C@@H]2[C@@H]3C(=O)N(C)C(=O)[C@@H]3[C@](C)(C(=O)OC)N12 | -2.8% |
| O=C(CCNC(=O)c1ccc(Cl)cc1)NCc1ccccc1Cl | 5.3% |
| O=C(OCc1nnc(-c2ccccc2)o1)c1cccc(-n2cnnn2)c1 | 6.1% |
| COc1ccc(S(=O)(=O)N2CCOCC2)cc1NC(=O)c1cccs1 | 3.8% |
| Cc1ccc(C2(C)NC(=O)N(CC(=O)N(C)CC(=O)Nc3cccc(F)c3)C2=O)cc1 (stereo not drawn) | 5.6% |
| O=C(COC(=O)Cn1cnc2ccccc21)Nc1ccccc1C(F)(F)F | 1.9% |
| CCOC(=O)C1(CCOc2ccccc2)CCN(CC=C(C)C)CC1 | 3.2% |
| CCOc1ccc(S(=O)(=O)NCCC(=O)N2CCCCCCC2)cc1 | 5.4% |
| Cc1cccc(C(=O)Nc2c(C(=O)N(C)C)cnn2-c2ccccc2)c1 | -0.1% |
| O=C(CSc1ccc(-c2ccc(-n3cccn3)cc2)nn1)Nc1ccc([N+](=O)[O-])cc1 | -2.7% |
| Cn1ncc([N+](=O)[O-])c1C(=O)Nc1ccccc1 | -8.6% |
| CC1(C)CC(=O)C=C(c2cccc(CO)c2)C1 | -18.2% |
| O=C(COC(=O)c1cccc(Cl)c1)NC(=O)NCc1ccccc1 | 1.6% |
| CCOc1ccc(NC(=O)c2ccc(NC(=O)CN3C(=O)C(=O)N(CC(C)C)C3=O)cc2)cc1 | 6.2% |
| O=C(CCOc1ccccc1)Nc1ccc(S(=O)(=O)Nc2ncccn2)cc1 | 3.0% |
| O=C(NNC(=O)c1csc(N2CCOCC2)n1)c1ccc(Cl)nc1 | 8.3% |
| Cc1cccc(N(C)S(=O)(=O)c2ccc3c(c2)C(C)(C)C(=O)N3C)c1 | -3.8% |
| O=C(CN1CCCCCC1)NC(c1ccccc1)c1ccccc1 | -9.2% |
| CN1C(=O)/C(=C/c2ccc(OCc3ccc(F)cc3)cc2)N(C)C1=S | 0.7% |
| CCc1ccc(NC(=O)c2cnccn2)cc1 | -9.3% |
| CC(OC(=O)c1n[nH]c2ccccc12)C(=O)NC1CCCCC1C (stereo not drawn) | 10.0% |
| O=C(c1ccc(NS(=O)(=O)c2ccc3[nH]c(=O)[nH]c3c2)cc1)N1CCN(c2ccccc2O)CC1 | 0.7% |
| COc1ccc(N=Nc2cc(-c3ccccc3)ccc2O)cc1 | u |
| COc1ccc2oc(C(=O)OCC(=O)N(C)Cc3ccccc3)c(C)c2c1 | 11.3% |
| Cc1ccc(CNC(=O)C(=O)NCCC2CCCCN2S(=O)(=O)c2ccc(C)cc2)cc1 (stereo not drawn) | -4.2% |
| Cc1ccc(CN(C)c2ccc(S(=O)(=O)N3CCCC3)cn2)cc1 | 12.5% |
| Cc1c(Cl)c(=O)oc2cc(OCC(=O)N3CCCC(C)C3)ccc12 (stereo not drawn) | 1.0% |
| CC(C)(C)C(=O)NC1CC2CCCC(C1)N2C(=O)Nc1ccc(Cl)cc1 (stereo not drawn) | -7.3% |
| NC(=O)C1CCCN(C(=O)CCC(=O)c2cccs2)C1 (stereo not drawn) | -4.8% |
| O=C(CN1C(=O)C(=O)N(CCC2=CCCCC2)C1=O)c1c[nH]c2ccccc12 | -5.0% |
| Cc1ccc(S(=O)(=O)Oc2ccc3ccc(O)cc3c2)cc1 | -1.9% |
| CCc1ccccc1-n1ncc(C(=O)Nc2ccccc2OC)c1C | 4.4% |
| O=C(CCC1CCCCC1)NCCS(=O)(=O)N1CCN(c2ccc(F)cc2)CC1 | 8.0% |
| COc1cccc(C(=O)NC23CC4CC(CC(C4)C2)C3)c1 | -2.1% |
| O=C(Nc1nccs1)[C@@H]1CCCN1S(=O)(=O)c1ccc(Cl)cc1 | 3.5% |
| Cc1ccc(OCCCC(=O)Nc2ccc(Cl)c(S(=O)(=O)N3CCOCC3)c2)cc1 | -9.0% |
| O=C(Nc1ccc(S(=O)(=O)NC2=NCCCCC2)cc1)c1ccc(Cl)cc1Cl | -4.7% |
| O=C(/C=C/c1cc(Br)ccc1F)OCC(=O)N1CCCC1 | -0.1% |
| O=C(Nc1ccccc1Br)c1ccc(N2CCCC2=O)cc1 | -6.9% |
| Cc1ccc(S(=O)(=O)N2CCOCC2)cc1NC(=O)Nc1ccc([N+](=O)[O-])cc1 | -0.3% |
| COc1ccccc1CNC(=O)COC(=O)c1sc(C)nc1C | -0.9% |
| O=C(CN1C(=O)NC2(CCCC2)C1=O)Nc1cc(S(=O)(=O)N2CCCCC2)ccc1Cl | -0.5% |
| Cc1ccc(CNC(=O)CN(c2ccc(Cl)cc2)S(C)(=O)=O)cc1 | -0.8% |
| COc1ccccc1-c1oc2ccccc2c1-c1ccc2cc[nH]c2c1 | -9.2% |
| CC(C)(C)C(=O)Nc1ccc(C(=O)CN2C(=O)NC3(CCOc4ccccc43)C2=O)cc1 (stereo not drawn) | -4.9% |
| CC(=O)N1CCN(CC(=O)Nc2ccccc2C(=O)Nc2ccccc2)CC1 | 2.0% |
| Cn1c(CC(=O)NNC(=O)c2cncc(Br)c2)nc2ccccc21 | 3.2% |
| CCCCC[C@@H]1C=C(C(=O)O)[C@H](c2ccc(C)cc2)N1S(=O)(=O)c1ccc(C)cc1 | 7.5% |
| Cn1cc(C(c2ccccc2OCC(=O)O)c2cn(C)c3ccccc23)c2ccccc21 | -3.5% |
| COc1ccc(-c2nc(S(=O)(=O)c3ccccc3)c(NCCCN3CCOCC3)o2)cc1 | 7.5% |

(cont.)
| compound | L3MBTL1 inh |
| --- | --- |
| C[C@H](CO)N1C[C@H](C)[C@@H](CN(C)S(=O)(=O)c2cn(C)cn2)Oc2c(NS(=O)(=O)c3cn(C)cn3)cccc2C1=O | -1.9% |
| COc1ccc(C(=O)NC(CCSC)C(=O)NCc2nnc3ccccn23)cc1 (stereo not drawn) | 5.4% |
| O=C(Nc1cc(Cl)ccc1-n1cncn1)c1cn2ccccc2n1 | -1.0% |
| CC(=O)Nc1ccc(NC(=O)C(C)OC(=O)CCCOc2ccc(Cl)cc2C)cc1 (stereo not drawn) | -9.4% |
| COc1ccc(C(=O)NCC(=O)OCC(=O)NC23CC4CC(CC(C4)C2)C3)cc1 | 7.7% |
| COc1cccc(C(=O)NC2CC3CCCC(C2)N3Cc2ccc(C)cc2)c1 (stereo not drawn) | -1.0% |
| CCOC(=O)[C@H]1[C@H]2COc3cc(OC)ccc3[C@@H]2N2C(=O)c3c(C)cc(C)cc3NC(=O)[C@@]12C | -3.7% |
| Cc1c(O[C@@H]2O[C@H](CO)[C@@H](O)[C@H](O)[C@H]2O)c(CO)c(O[C@@H]2O[C@H](CO)[C@@H](O)[C@H](O)[C@H]2O)c2c1O[C@@H](c1ccccc1)C[C@@H]2O | -4.6% |
| CC(C)NC(=S)NC(c1ccccc1)(c1ccccc1)c1ccccc1 | -29.0% |
| Cc1ccc2nc(NC(=O)c3ccccc3F)sc2c1 | -0.9% |
| O=C(CSc1nc(=O)n2ccccc2n1)OCc1ccccc1 | 3.8% |
| CCOC(=O)C1(Cc2cccc(OC)c2)CCCN(Cc2cc(OC)c(O)c(OC)c2)C1 (stereo not drawn) | -3.3% |
| Cc1ccsc1C(=O)OCC(=O)N(C)c1c(N)n(Cc2ccccc2)c(=O)[nH]c1=O | -2.0% |
| Cc1ccc(S(=O)(=O)NCCS(=O)(=O)N2CCN(c3ccc(F)cc3)CC2)cc1 | -1.5% |
| COCCSc1nc2c(c(=O)[nH]c(=O)n2C)n1CCCc1ccccc1 | 4.5% |
| Cc1ccc(C)c(S(=O)(=O)N2CCN(C(=O)CCc3nc4ccccc4c(=O)[nH]3)CC2)c1 | -8.4% |
| Cc1cc(NC(=O)COc2ccccc2)ccc1Cl | 26.6% |
| CC1CCCCN1C(=O)CN1C(=O)c2ccccc2S1(=O)=O (stereo not drawn) | 2.9% |
| CCCCOc1ccc(C(=O)NCC(=O)OCC(=O)c2c(N)n(C)c(=O)n(C)c2=O)cc1 | 40.3%[activator] |
| COc1ccc(CNC(=O)c2cc(S(=O)(=O)N3CCCC3)cn2C)cc1 | 1.4% |
| CCCc1cc(=O)[nH]c(SCC(=O)N(CCC#N)c2ccc3c(c2)OCCO3)n1 | 7.0% |
| Cn1c(SCC(=O)NCC2CCCO2)nnc1-c1ccc(Cl)cc1 (stereo not drawn) | 1.7% |
| Cc1cccc(C)c1N1C(=O)C(Cl)=C(N2CCCC2)C1=O | 144.0%[activator] |
| Cc1noc(C)c1CSCC(=O)N(CC(C)C)c1c(N)n(Cc2ccccc2)c(=O)[nH]c1=O | 8.6% |
| CN(Cc1ccccc1)C(=O)COC(=O)/C=C/c1ccc2c(c1)OCO2 | 4.6% |
| O=C(COC(=O)Cn1cc(C(F)(F)F)ccc1=O)NCc1ccccc1 | 0.3% |
| CSc1cccc(N2CC(C(=O)N3CCN(S(=O)(=O)c4ccccc4Cl)CC3)CC2=O)c1 (stereo not drawn) | -1.6% |
| CCn1c(=O)c(C(=O)NCc2ccc(Cl)cc2)c(O)c2ccccc21 | 14.5% |
| Cc1ccccc1OCC(=O)NNC(=O)Cn1[nH]c(=O)c2ccccc2c1=O | -9.0% |
| CCn1nccc1C(=O)Nc1ccc(C(=O)OC(C)C)cc1 | -2.8%[2.29 µM] |
| Cc1ccsc1C(=O)OCC(=O)N(C)C1CCCCC1 | -0.1% |
| CCN1C(=O)[C@H]2[C@@H](c3ccc(C)cc3)N3C(=O)N(c4cccc(Cl)c4)C(=O)[C@@]3(Cc3ccccc3)[C@H]2C1=O | 0.9% |
| O=C(CN1C(=O)NC2(CCCCC2)C1=O)Nc1cccc(S(=O)(=O)N2CCCC2)c1 | 4.7% |
| O=C(CNC(=O)c1ccccc1F)c1ccccc1 | -3.4% |
| O=C(NCCCN1CCCC1=O)c1ccc(NS(=O)(=O)c2ccccc2)cc1 | 3.2% |
| Cc1cc(C)c(OCCCCN2CCNCC2)c(C)c1 | 9.3% |
| O=C1c2ccc(Br)cc2C(=O)N1c1ccc(Cl)cn1 | -2.6% |
